PfHsp40 yeast: rescue of yeast from PfHsp40 toxicity, primary screen, S. cerevisiae, ATP luminescence; S. cerevisiae expressing PfHsp40, growth rescue; growth rescue, % at 12.5 µM; hit rate 0.68% among 340,000; AID 504582, 2011; in the data active = growth rescue above about 28%, passing the limit was not always enough;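 note: yeast W303a lacking pdr1 and pdr3 grown in galactose medium; growth measured after three days at 30 °C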
VHR inh abs: VHR1 phosphatase inhibitors, primary screen, biochemical, absorbance, uHTS. inhibition, % at 13.3 µM. Dual specificity protein phosphatase 3 (Homo sapiens), P51452. hit rate 0.52% among 290,000. recombinant VHR phosphatase, pNPP absorbance; in the data active = inhibition above about 50%; note: some compounds called inactive have numbers as strong as hits
Target sequence (P51452 whole entry, looked up): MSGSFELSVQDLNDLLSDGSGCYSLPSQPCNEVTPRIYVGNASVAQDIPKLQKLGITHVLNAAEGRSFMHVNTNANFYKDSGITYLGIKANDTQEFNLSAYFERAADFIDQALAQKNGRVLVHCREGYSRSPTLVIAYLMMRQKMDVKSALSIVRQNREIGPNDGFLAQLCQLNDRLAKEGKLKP
Y pestis TopoI: Yersinia pestis topoisomerase I inhibitors, primary screen, biochemical, cleavage product accumulation, plate reader, single point | hit rate 0.064% among 360,000 | DNA topoisomerase I (Yersinia pestis CO92) | activity, % at 10 µM | Y. pestis Topo-I cleavage product accumulation; in the data active = activity above about 50%, passing the limit was not always enough; note: inactives centre near 2
3CLpro inhibitor: SARS-CoV 3CLpro protease inhibitors, primary screen, biochemical, quenched FRET. recombinant SARS-CoV 3CLpro, quenched FRET peptide cleavage. inhibition, % at 6 µM. hit rate 0.14% among 290,000. AID 1706, 2009; in the data active = inhibition above about 12%
Anthrax LF prot: Bacillus anthracis LF protease inhibitors, primary screen, biochemical, multiplex microsphere, MLPCN library | Lethal factor (Bacillus anthracis), P15917 | multiplex microsphere protease cleavage assay | inhibition, % at 10 µM | hit rate 0.12% among 360,000; in the data active = inhibition above about 30%; note: plate controls were buffer without enzyme for full effect and enzyme alone for no effect
TcdB inh: TcdB glycohydrolase inhibitors, primary screen, biochemical, single point, plate reader | inhibition, % at 9.99 µM | AID 652162, 2013 | hit rate 0.24% among 350,000 | TcdB glycohydrolase enzymatic assay; in the data active = inhibition above about 10%
MazF activator: activators of E. coli MazEF toxin-antitoxin RNase, primary screen, biochemical, fluorescence, uHTS; activation, % at 20 µM; hit rate 0.32% among 350,000; FAM/BHQ RNA-DNA oligo cleavage fluorescence, 5 h; Endoribonuclease toxin MazF (Escherichia coli (strain K12)), P0AE70; in the data active = activation above about 50%
Target sequence (P0AE70 whole entry, looked up): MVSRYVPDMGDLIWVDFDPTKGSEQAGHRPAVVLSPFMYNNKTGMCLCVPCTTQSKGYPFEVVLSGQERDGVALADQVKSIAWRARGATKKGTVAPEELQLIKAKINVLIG
Rv3671c protease: Rv3671c serine protease inhibitors, primary screen, biochemical, fluorescence polarization, M. tuberculosis H37Rv | AID 2606, 2010 | P9WHR9 | inhibition, % at 5.96 µM | hit rate 0.048% among 320,000; in the data active = inhibition above about 38%;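 note: extracellular domain of Rv3671c used as enzyme; 0% = enzyme with DMSO and 100% = no enzyme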
Target sequence (P9WHR9 whole entry, looked up, the tested form may be a part): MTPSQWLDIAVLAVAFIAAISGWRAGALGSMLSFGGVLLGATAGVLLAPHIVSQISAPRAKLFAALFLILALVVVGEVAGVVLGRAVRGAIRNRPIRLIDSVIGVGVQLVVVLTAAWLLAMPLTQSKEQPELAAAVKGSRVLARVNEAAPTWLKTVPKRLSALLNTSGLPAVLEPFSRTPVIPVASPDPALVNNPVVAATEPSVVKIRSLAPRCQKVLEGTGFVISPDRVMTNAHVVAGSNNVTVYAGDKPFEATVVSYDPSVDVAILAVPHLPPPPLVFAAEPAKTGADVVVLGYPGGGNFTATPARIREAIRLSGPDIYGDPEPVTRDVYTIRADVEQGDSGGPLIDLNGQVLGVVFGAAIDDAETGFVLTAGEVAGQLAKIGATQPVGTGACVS
PriA SSB inh: inhibitors of Klebsiella pneumoniae PriA binding to SSB C-terminal tail, primary screen, biochemical, AlphaScreen; PriA–SSB C-terminal tail interaction (Klebsiella pneumoniae); AlphaScreen SSBct-PriA binding, biotinylated peptide; inhibition, % at 33 µM; hit rate 0.6% among 430,000; AID 1272365, 2023; in the data active = inhibition mostly above about 37%, no sharp cut-off; inactive = mostly below about 20%;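 note: plate controls were negative control peptide for no effect and reference peptide for full effect; strong numbers were not always called active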
BH1578 lux ind: inducers of Vibrio cholerae quorum light production without autoinducers, primary screen, BH1578 luxS cqsA deficient, single point. V. cholerae BH1578 lux reporter, luminescence, 6 h. hit rate 0.16% among 350,000. AID 588436, 2011. activation, % at 18.7 µM; in the data active = activation mostly above about 9.7%, no sharp cut-off; note: not every result past the cut was called active; inactives centre near 0; reference of the scale not given here
The depositor's hits bear a star; i = inactive; . = no result given. A portion of the library; the hit share may differ from the screen's.

Assay codes: A = PfHsp40 yeast; B = VHR inh abs; C = Y pestis TopoI; D = 3CLpro inhibitor; E = Anthrax LF prot; F = TcdB inh; G = MazF activator; H = Rv3671c protease; I = PriA SSB inh; J = BH1578 lux ind
> O=C(c1ccccc1)c1ccc[nH]1
  A: -0.8	B: .	C: -5	D: .	E: 8	F: 6.6	G: -7	H: .	I: 4	J: i
> COc1nnc(-c2ccc(C)c(S(=O)(=O)NC(C)C)c2)c2ccccc12
  A: -0.4	B: 18	C: 17	D: -3	E: -3	F: 1.7	G: 3	H: -9	I: -11	J: 0.8
> C=CCN=C(NC#N)SCc1ccccc1Cl
  A: 0.7	B: 10	C: 7	D: 2	E: 2	F: .	G: -1	H: -3	I: -6	J: 0.6
> COc1cccc(NC(=O)C2CCCN(S(=O)(=O)c3cccc4nsnc34)C2)c1 (stereo unspecified)
  A: 0.7	B: 6	C: -8	D: 6	E: -1	F: .	G: -1	H: -1	I: -23	J: -5.6
> COc1ccc(CC(=O)NCC2(c3ccc(OC)c(OC)c3)CCCC2)cc1
  A: -0.3	B: 29	C: 1	D: 1	E: -1	F: 2.5	G: 4	H: -8	I: 0	J: -0.1
> Cc1ccc(C)c(-c2nnc(NC(=O)C3=COCCO3)o2)c1
  A: 0.5	B: .	C: -1	D: .	E: 2	F: 2.0	G: 3	H: 0	I: 4	J: -5.3
> Cc1ccc(Cc2c(-c3ccc(C)cc3)nc3ccc(Br)cn23)cc1
  A: .	B: .	C: 3	D: .	E: 0	F: 0.7	G: -46	H: .	I: .	J: i
> COc1ccccc1NS(=O)(=O)c1cc(C)ccc1C
  A: 0.3	B: -2	C: 2	D: 1	E: -2	F: .	G: -2	H: 1	I: -14	J: -2.0
> COc1cc(OC)c(OC)cc1/C=N/n1c(COc2ccccc2)n[nH]c1=S
  A: -0.2	B: -5	C: -8	D: 0	E: 4	F: 1.4	G: 6	H: -3	I: .	J: -0.4
> COc1cc(C2C(C(=O)c3cccs3)=C(O)C(=O)N2Cc2ccco2)cc(OC)c1OC (stereo unspecified)
  A: 0.0	B: 3	C: -8	D: 3	E: -1	F: .	G: 4	H: 1	I: -2	J: i
> CCOc1ccccc1NC(=O)CCN1CCN(S(=O)(=O)c2ccc(Br)cc2)CC1
  A: -0.7	B: -5	C: -2	D: 5	E: 1	F: .	G: 0	H: 3	I: -6	J: 2.6
> O=C(O)c1nn(Cc2nc3ccccc3o2)c(=O)c2ccccc12
  A: -1.6	B: 28	C: 7	D: -1	E: -3	F: 0.5	G: 12	H: -4	I: -1	J: -3.1
> CCOC(=O)C1=CN(Cc2cccc(F)c2)S(=O)(=O)N(C)C1c1cccc(OC)c1 (stereo unspecified)
  A: 1.0	B: .	C: 30	D: .	E: -1	F: 0.8	G: 50*	H: .	I: -25	J: 1.0
> CSc1nc(-c2ccccc2)nc(NC(C)=O)c1C(C)=O
  A: 0.3	B: 17	C: 1	D: 2	E: -2	F: 0.3	G: 8	H: -9	I: -1	J: -1.7
> Cc1cc(-c2ccc(N)c(C)c2)ccc1N
  A: 0.6	B: .	C: -7	D: .	E: -10	F: 1.4	G: -20	H: .	I: 19	J: -0.4
> COc1cc(C(=O)NC2CC3CCCC(C2)N3Cc2ccccc2)cc(OC)c1OC (stereo unspecified)
  A: 3.6	B: -17	C: -5	D: 1	E: -16	F: 0.3	G: 6	H: 4	I: -6	J: i
> CCOC(=O)/C(C(C)=O)=C1/OC(=O)c2ccccc21
  A: 0.0	B: 6	C: 1	D: 1	E: -5	F: 0.0	G: 3	H: -6	I: -8	J: i
> COC(=O)[C@@]1(Cc2ccc(F)cc2)[C@H]2c3cc(C(=O)N4CCCC4)n(CCc4ccccn4)c3C[C@H]2CN1C(=O)c1ccccc1
  A: .	B: 93	C: .	D: -2	E: .	F: -7.0	G: 0	H: -2	I: 0	J: .
> COc1ccc(/C=N/NC(=O)c2ccn[nH]2)cc1COc1ccc([N+](=O)[O-])c(C)c1
  A: .	B: -11	C: -5	D: 1	E: -4	F: -0.2	G: -25	H: -49	I: i	J: i
> COc1ccc(NC(=O)c2ccco2)cc1NC(=O)c1ccccc1[N+](=O)[O-]
  A: -0.1	B: 1	C: 39	D: -1	E: -2	F: 0.5	G: 1	H: 3	I: 4	J: i
> CCCCCn1c(N2CCC(C(N)=O)CC2)nc2c1c(=O)[nH]c(=O)n2C
  A: 0.1	B: 18	C: -7	D: 1	E: -1	F: .	G: -14	H: 4	I: -21	J: i
> COc1ccc(-n2nnnc2/C=C/Nc2cc(C(F)(F)F)ccc2OC)cc1
  A: 0.2	B: 17	C: 4	D: -2	E: -5	F: 0.3	G: -4	H: -11	I: 3	J: 5.3
> CCC(CO)Oc1cc(NC(=O)c2ccc(OC)cc2)c2ncn(C(C)C)c2c1 (stereo unspecified)
  A: 0.5	B: .	C: -3	D: .	E: -4	F: 1.0	G: -3	H: 3	I: -16	J: 0.5
> CCO[C@H]1OC(C(=O)N2CCN(Cc3ccccc3)CC2)=C[C@@H](c2coc3ccccc3c2=O)[C@@H]1CCCO
  A: -1.2	B: 14	C: 7	D: 1	E: 2	F: 0.5	G: 0	H: 1	I: 6	J: -0.6
> COc1ccc(C2=NN(C(=O)CSc3nc4ccccc4s3)C(c3ccc(OC)cc3)C2)cc1 (stereo unspecified)
  A: -0.9	B: 18	C: 23	D: -4	E: -1	F: 0.7	G: -1	H: -33	I: 0	J: -0.4
> Cc1ccc(C(=O)c2ccccc2C(=O)O)c(O)c1
  A: -0.2	B: 19	C: 4	D: -1	E: 1	F: -3.5	G: 0	H: 8	I: 3	J: -0.4
> CCN(Cc1ccccc1)C(=O)CCc1nc(CN2CCN(C(=O)c3ccc([N+](=O)[O-])cc3)CC2)no1
  A: -0.5	B: 3	C: 19	D: -5	E: -4	F: 0.6	G: 5	H: -5	I: 11	J: -0.3
> Cc1cc(C)c(N)c(C(=O)O)c1
  A: -2.1	B: 19	C: -13	D: 0	E: -13	F: 0.9	G: 7	H: -3	I: -2	J: -10
> NC(=O)C1CCN(C(=O)c2ccc(NS(=O)(=O)c3ccc(F)c(F)c3)cc2)CC1
  A: -1.7	B: .	C: -8	D: .	E: -7	F: 0.6	G: 3	H: 3	I: 2	J: -2.0
> Cc1cc(C)c(C#N)c(SCC(=O)OC2CCCCC2)n1
  A: 3.9	B: -8	C: 4	D: 3	E: -10	F: .	G: 2	H: 3	I: -62	J: -0.5
> C[C@]12CC[C@H]3C(CCC4(O)CC(O)CC[C@]34C=O)C1=CC[C@H]2c1ccc(=O)oc1 (stereo partly specified)
  A: -2.3	B: 17	C: 2	D: 3	E: -14	F: -11	G: 0	H: -1	I: -9	J: 0.8
> CSCCC(NS(=O)(=O)c1cccc(C(F)(F)F)c1)C(=O)N(C)CCOc1ccc(Cl)cc1 (stereo unspecified)
  A: 6.2	B: .	C: 18	D: .	E: 0	F: 0.8	G: -10	H: 3	I: 0	J: i
> O=C(CN1c2cccc3cccc(c23)S1(=O)=O)NC1CCCCC1
  A: -0.5	B: .	C: 15	D: .	E: -1	F: -2.1	G: 4	H: 5	I: -4	J: 0.2
> NC(COCc1ccccc1)c1csc(Nc2ncccn2)n1 (stereo unspecified)
  A: .	B: .	C: 6	D: .	E: -6	F: 0.3	G: .	H: .	I: .	J: -0.2
> COc1cccc(CNS(=O)(=O)c2cc3c4c(c2)CCN4C(=O)CC3)c1
  A: -0.4	B: .	C: 2	D: .	E: .	F: 0.8	G: -16	H: -8	I: -16	J: -0.9
> COc1cc2c(cc1OC)C(c1ccc(Br)cc1)NC(=O)C2 (stereo unspecified)
  A: -1.5	B: 20	C: 5	D: -3	E: -6	F: 1.1	G: -7	H: .	I: 0	J: i
> CCC(C(=O)NCc1ccco1)N(C(=O)CNS(=O)(=O)c1ccccc1)c1ccccc1C (stereo unspecified)
  A: -0.3	B: 18	C: 2	D: 1	E: -3	F: 2.6	G: -4	H: -7	I: -9	J: -0.5
> CC1CCCC(C)N1C(=O)CNCc1ccc2c(c1)OCO2 (stereo unspecified)
  A: 0.9	B: 6	C: -6	D: -6	E: 5	F: -0.4	G: 3	H: 2	I: 12	J: -0.1
> CCCn1c(=O)c(C(=O)NCCCc2ccccc2)c(O)c2ccccc21
  A: 2.1	B: 4	C: -18	D: -1	E: -11	F: 0.7	G: -12	H: -5	I: -13	J: i
> N/C(Cn1cncn1)=N\NC(=O)c1ccc(Cl)cc1Cl
  A: -1.9	B: 13	C: -10	D: -1	E: -4	F: 0.3	G: -18	H: 0	I: .	J: -0.2
> COc1cnc(-c2ccccn2)nc1Sc1ccccc1
  A: 268*	B: 12	C: 38	D: 6	E: -4	F: 0.2	G: 5	H: -13	I: 22	J: 0.1
> FC(F)(Cl)c1nnc2ccc(Cl)nn12
  A: -0.3	B: 19	C: -4	D: -2	E: -2	F: 1.2	G: -4	H: 2	I: -36	J: 1.6
> C=CCN1C(=O)C(O)(CC(=O)c2c(C)n[nH]c2C)c2cc(Br)ccc21 (stereo unspecified)
  A: -0.2	B: 17	C: 5	D: -7	E: 1	F: .	G: 4	H: 7	I: -15	J: i
> CC(C)CN1C(=O)NC(NC(=O)c2ccco2)(C(F)(F)F)C1=O (stereo unspecified)
  A: -0.1	B: -22	C: 1	D: 2	E: 1	F: .	G: -6	H: 2	I: -11	J: 0.5
> CC(=O)c1cccc(CN2CCCC(CCC(=O)NCc3ccc(C)o3)C2)c1 (stereo unspecified)
  A: 1.3	B: 3	C: 6	D: 0	E: 9	F: -0.3	G: 2	H: 4	I: -15	J: i
> O=C(c1cc(-c2ccc(Cl)cc2)on1)N1CCCC1
  A: -0.5	B: 29	C: -7	D: -2	E: 0	F: 1.5	G: 6	H: -1	I: 4	J: -0.5
> CC(=O)Nc1cccc2c1C(=O)N(c1cccc(C)c1)C2=O
  A: -1.6	B: 22	C: -7	D: -2	E: -2	F: .	G: 5	H: -2	I: -2	J: -1.1

No new results follow: three of the compounds above.
Assay codes: A = PfHsp40 yeast; B = VHR inh abs; C = Y pestis TopoI; D = 3CLpro inhibitor; E = Anthrax LF prot; F = TcdB inh; G = MazF activator; H = Rv3671c protease; I = PriA SSB inh; J = BH1578 lux ind
> CC(=O)c1cccc(CN2CCCC(CCC(=O)NCc3ccc(C)o3)C2)c1 (stereo unspecified)
  A: 1.3	B: 3	C: 6	D: 0	E: 9	F: -0.3	G: 2	H: 4	I: -15	J: i
> O=C(c1cc(-c2ccc(Cl)cc2)on1)N1CCCC1
  A: -0.5	B: 29	C: -7	D: -2	E: 0	F: 1.5	G: 6	H: -1	I: 4	J: -0.5
> CC(=O)Nc1cccc2c1C(=O)N(c1cccc(C)c1)C2=O
  A: -1.6	B: 22	C: -7	D: -2	E: -2	F: .	G: 5	H: -2	I: -2	J: -1.1

Screens: PubChem, several laboratories
